High-throughput results deposited in PubChem BioAssay by National Center for Advancing Translational Sciences (NCATS).
Pol iota inh: qHTS for Inhibitors of Polymerase Iota; Potency, µM (top dose mostly 115 µM), without a hit: at the highest dose activity, negative = inhibition, most hits filed as inhibitors; Pol iota fluorescent replication assay, 10 min; DNA polymerase iota (Homo sapiens), Q9UNA4; hit rate 1% among 390,000; further: potency means the concentration at half of the fitted maximal effect
Target sequence (Q9UNA4 whole entry, looked up): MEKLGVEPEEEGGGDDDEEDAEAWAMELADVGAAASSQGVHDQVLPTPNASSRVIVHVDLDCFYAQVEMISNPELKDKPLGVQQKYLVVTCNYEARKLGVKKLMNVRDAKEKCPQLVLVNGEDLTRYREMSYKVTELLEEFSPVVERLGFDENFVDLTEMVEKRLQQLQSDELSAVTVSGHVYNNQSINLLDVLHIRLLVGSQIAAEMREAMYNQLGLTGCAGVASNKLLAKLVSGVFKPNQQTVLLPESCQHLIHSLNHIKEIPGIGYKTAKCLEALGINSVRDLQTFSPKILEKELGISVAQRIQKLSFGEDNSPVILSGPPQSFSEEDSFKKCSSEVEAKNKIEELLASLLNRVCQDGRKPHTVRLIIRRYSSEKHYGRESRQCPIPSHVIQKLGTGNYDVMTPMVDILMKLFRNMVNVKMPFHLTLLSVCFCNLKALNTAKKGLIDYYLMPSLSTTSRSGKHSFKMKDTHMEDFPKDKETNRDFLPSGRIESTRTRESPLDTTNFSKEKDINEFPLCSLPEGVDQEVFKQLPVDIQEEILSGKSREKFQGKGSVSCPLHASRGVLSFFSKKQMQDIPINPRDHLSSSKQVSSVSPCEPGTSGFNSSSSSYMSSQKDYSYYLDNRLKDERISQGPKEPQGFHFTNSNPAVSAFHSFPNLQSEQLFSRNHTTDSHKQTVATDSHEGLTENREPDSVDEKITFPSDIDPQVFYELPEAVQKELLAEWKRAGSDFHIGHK
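Fluorescent replication assay read twice, at 0 min and 10 min after adding 50 nM (final) substrate. Enzyme (10 nM) and compounds were first incubated 15 min at room temperature; enzyme-free buffer wells were negative controls.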
BLM helicase inh: qHTS Assay for Inhibitors of Bloom's syndrome helicase (BLM) | Potency, µM (highest dose often 56.1 µM), for the others: at the highest dose activity change, negative = inhibition, most hits filed as inhibitors | RecQ-like DNA helicase BLM (Homo sapiens), P54132 | recombinant BLM DNA unwinding, fluorescence dequenching | hit rate 0.2% among 350,000;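 further: potency means the concentration at half of the fitted maximal effect; plate controls were vehicle for no effect and no enzyme for full effect; nearly all actives have a fitted effect of over 35% in size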
Pol eta inh: qHTS for Inhibitors of Polymerase Eta; AID 588591, 2011; recombinant Pol eta, fluorescent DNA replication assay; Potency, µM (highest dose often 114 µM), for inactives: at the highest dose activity change, negative = inhibition, hits mostly inhibitors; hit rate 1.2% among 390,000; DNA polymerase eta (Homo sapiens), Q9Y253; further: potency means the concentration at half of the fitted maximal effect; on the % scale 0 is the no-effect control and ±100 the full control effect
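Fluorescent replication assay: 50 nM final substrate added after a 15 min room-temperature compound preincubation with 10 nM enzyme. Signal taken at 0 min and again at 10 min.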
POLK inh: qHTS for Inhibitors of Polymerase Kappa; DNA polymerase kappa (Homo sapiens), Q9UBT6; purified Pol kappa, fluorescent DNA synthesis assay, 10 min; Potency, µM (series often up to 107 µM), for the others: top-dose activity, negative = inhibition, actives largely listed as inhibitors; hit rate 0.53% among 400,000; further: potency means the concentration at half of the fitted maximal effect; on the % scale 0 is the no-effect control and ±100 the full control effect
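First, compounds were pin-transferred onto 10 nM Pol kappa. After 15 min at room temperature, substrate was added to 50 nM final. Fluorescence was then measured kinetically at 0 and 10 min.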
Pol beta inh: qHTS Assay for Inhibitors of DNA Polymerase Beta; Pol beta primer extension/strand displacement, fluorescence kinetic; Potency, µM (series often up to 114 µM), for inactives: at the highest dose activity change, negative = inhibition, most hits filed as inhibitors; AID 485314, 2010; hit rate 1.3% among 340,000; further: potency means the concentration at half of the fitted maximal effect; on the % scale 0 is the no-effect control and ±100 the full control effect
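Values derive from four-parameter Hill fits of normalized kinetic data: reads at 0 and 10 min following addition of 50 nM substrate to 10 nM Pol beta preincubated 15 min with compound.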
Anesthetic bind: qHTS Assay for Identification of Novel General Anesthetics; Potency, µM (series often up to 77.5 µM), without a hit: at the highest dose activity change, negative = displacement, actives largely listed as inhibitors; Ferritin light chain (Equus caballus), P02791; apoferritin/1-aminoanthracene competitive binding, fluorescence; hit rate 0.074% among 350,000; further: potency means the concentration at half of the fitted maximal effect; on the % scale 0 is the no-effect control and ±100 the full control effect; nearly all actives have a fitted effect of over 20% in size
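Read-out: endpoint 1-AMA fluorescence, excitation 380 nm and emission 535 nm, after compounds sit 10 min at room temperature with 10 uM horse-spleen apoferritin in 50% saturated 1-AMA/PBS. Values come from four-parameter Hill fits.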
APE1 inh: qHTS Assay for Inhibitors of the Human Apurinic/apyrimidinic Endonuclease 1 (APE1); hit rate 0.35% among 350,000; DNA repair nuclease/redox regulator APEX1 (Homo sapiens), P27695; recombinant APE1, TAMRA/BHQ-2 abasic DNA cleavage fluorescence; Potency, µM (series often up to 65.8 µM), inactives show at the highest dose activity change, negative = inhibition, most hits filed as inhibitors; AID 2517, 2012;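 further: potency means the concentration at half of the fitted maximal effect; plate controls were vehicle for no effect and reference inhibitor for full effect; nearly all actives have a fitted effect of over 55% in size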
Target sequence (P27695 whole entry, looked up): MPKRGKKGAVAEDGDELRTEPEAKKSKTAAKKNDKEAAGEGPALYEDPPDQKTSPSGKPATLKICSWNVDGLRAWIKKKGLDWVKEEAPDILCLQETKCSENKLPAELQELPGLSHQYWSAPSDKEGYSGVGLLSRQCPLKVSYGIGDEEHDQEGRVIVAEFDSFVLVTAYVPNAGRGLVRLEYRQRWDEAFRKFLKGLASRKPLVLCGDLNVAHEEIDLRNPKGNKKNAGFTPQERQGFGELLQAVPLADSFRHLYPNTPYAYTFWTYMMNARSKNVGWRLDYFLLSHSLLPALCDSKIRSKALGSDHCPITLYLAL
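Kinetic fluorescence read (525 ex/598 em nm, three reads 60 s apart) of AP-site incision; signal = third minus first read. Enzyme 0.75 nM, dual-labelled THF duplex 50 nM, compound preincubation 15 min RT.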
PGK inhibitor: qHTS Assay to Find Inhibitors of Phosphoglycerate Kinase | hit rate 0.043% among 380,000 | AID 602233, 2012 | Potency, µM (titrated, usually from 57.5 µM), for the others: at the top dose activity change, negative = inhibition, most hits filed as inhibitors | PGK/GAPDH coupled, Kinase-Glo luminescence, 60 min | Phosphoglycerate kinase, glycosomal (Trypanosoma brucei brucei), P07378; further: potency means the concentration at half of the fitted maximal effect; on the % scale 0 is the no-effect control and ±100 the full control effect; nearly all actives have a fitted effect of over 60% in size
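Recombinant glycosomal PGK reaction used 1,3-bisphosphoglycerate generated in-well by GAPDH (100nM final) in 100mM TEA pH 7.6, 5mM MgCl2, 0.01% Tween-20. After 60 minutes at room temperature, ATP was read by Kinase-Glo Plus luminescence end-point.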
RXFP1 antag: qHTS Assay for Antagonists of the Relaxin Receptor RXFP1; Relaxin receptor 1 (Homo sapiens), Q9HBX9; HEK293-RXFP1, relaxin-stimulated cAMP HTRF, 30 min; stronger effect = lower value; activity change, negative = inhibition, % at 57.5 µM; hit rate 0.59% among 350,000;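 active means activity change of -60% or lower, but not beyond a set lower limit; inconclusive means change between -60% and -40%, or beyond the set limit; inactive means change above -40%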; further: on the % scale 0 is the no-effect control and ±100 the full control effect
Starred values were filed as active, the others as inactive; i = inactive; ? = inconclusive; · = no result given; [ ] = remark or other dose. Unless noted, the call rests on the fitted dose curve; in most records, active means well fitted curve in the direction sought with a large enough effect; inconclusive means small, poorly fitted or top-dose-only effect, or another doubt; inactive means no such curve, though single readings can be large; an effect the other way counts as inactive or inconclusive. An excerpt; count on the stated rates, not on these rows.

Molecule	Pol eta inh	APE1 inh	POLK inh	BLM helicase inh	RXFP1 antag	PGK inhibitor	Pol iota inh	Pol beta inh	Anesthetic bind
OC(c1ccc(Cl)cc1)c1nccc2ccccc12 (stereo not given)	-19%	3%	-22%	-6%	8	-9%	?	-8%	?
Cc1ccc(Cn2ncc3c(N4CCN(C)CC4)ncnc32)cc1	-18%	-8%	-1%	4%	4	4%	77%[activator]	10%	?
Cc1cc(C)c2cc(CN(CCO)C(=O)Nc3ccc(Cl)cc3)c(=O)[nH]c2c1	-19%	-1%	-11%	-1%	-7	-7%	17%	-8%	-20%
CCN(CC)S(=O)(=O)c1ccc2c(c1)nc(CN(C)C(=O)Nc1cccc(Cl)c1)n2C	-8%	·	0%[60.1 µM]	-5%	·	-16%	-15%	1%	?
COc1cc(Cl)c(C)cc1NC(=O)CSC	-13%	-4%	-7%	0%	3	-13%	13%	13%	-20%
CC(OC(=O)c1cc(=O)[nH]c2ccccc12)C(=O)c1ccccc1 (stereo not given)	-12%	3%	-1%	-1%	4	i	23%	4%	-11%
CCOC(=O)C1(Cc2ccc(OC)cc2)CCN(C(=O)c2ccoc2C)CC1	1%	27%	1%	-8%	1	-5%	15%	-14%	-7%
CNCC[C@H](Oc1ccccc1OC)c1ccccc1	·	-6%	-5%[19.4 µM]	-6%	·	·	·	·	3%[29.3 µM]
CCC(=NCc1ccc(Cl)c(Cl)c1)c1nc(-c2ccco2)oc1O	-24%	-4%	-4%	-7%	8	-7%	8%	-5%	150%[activator]
O=C1COc2ccc(C(=O)/C=C/c3ccccc3)cc2N1	-7%	-2%	-8%	-6%	·	-4%	?	31%	-11%
CC(=O)N1CC(=O)N(CC(=O)Nc2ccc(Br)cc2)C1=S	?	-4%	-41%	-2%	1	-1%	?	13%	8%
O=C(CC1CCCCC1)NCCS(=O)(=O)N1CCN(c2ccccc2)CC1	1%	55%[activator]	-8%	·	-2	7%	-27%	·	·
CCOC(=O)N1CCN(CCC(=O)Nc2ccc(F)c(F)c2)CC1	-19%	-8%	1%	-1%	4	13%	125%[activator]	2%	-6%
COC(=O)CCCC1=CC2=C(c3ccccc3)C(=O)C(C)(OC(=O)C3CCCC3)C(=O)C2=CN1CCc1c[nH]c2ccccc12 (stereo not given)	-23%	-11%[12.4 µM]	-3%	-7%[12.4 µM]	·	10%	48%[activator]	-13%	10%
C#CCOCCOCCOCCNc1nc(N2CCOCC2)nc(N2CCN(C(=O)[C@H](CCC(=O)O)n3cc(C(N)[C@H](C)CC)nn3)CC2)n1 (stereo not given in full)	-18%	2%	-3%	-8%	·	-7%	30%	-12%	0%
COc1cc(SC)ccc1C(=O)Nc1ccc(Cl)cn1	-9%	2%	0%	-7%	-14	-11%	15%	8%	-7%
Cc1ccc(C)c(S(=O)(=O)N2CCN(C(=O)c3sccc3C)CC2)c1	-7%	8%	-2%	·	5	-10%	25%	·	·
CC(=O)Oc1ccc(C2(C)CC(C)(C)Oc3cc(OC(C)=O)ccc32)c(OC(C)=O)c1 (stereo not given)	-14%	-6%	-7%	-6%	-7	-6%	-27%	13%	10%
Cc1ccc(N(CCC(=O)O)S(=O)(=O)c2ccc(C)cc2)cc1	-20%	-6%	-12%	0%	-3	-4%	17%	-2%	-5%
CCOc1ccccc1N1CC(C(=O)NC2CCCCCC2)CC1=O (stereo not given)	-1%	18%	-15%	·	-1	6%	-6%	·	·
CCCS(=O)(=O)c1c(S(=O)(=O)CCC)c2c(C)cccn2c1C(=O)OC	-2%	0%	-8%	-5%	1	-8%	9%	17%	-23%
Cc1nc2ccccc2n1CC(=O)OCC(=O)NCc1ccccc1	-21%	-8%	-2%	-3%	-16	-1%	130%[activator]	85%	-6%
N#C/C(=C1/CCCCCN1)c1nnc2n1CCCCC2	-3%	1%	-7%	-3%	2	-10%	29%	16%	-11%
Cc1c(NC(=O)c2ccc(S(=O)(=O)N3CCOCC3)cc2)cccc1[N+](=O)[O-]	-2%	-1%	-8%	·	-4	8%	54%[activator]	·	·
COc1ccc(CN(C)C(C)C(=O)NC2CCCc3ccccc32)cc1 (stereo not given)	-28%	-6%	-16%	-3%	-17	1%	94%[activator]	-21%	-10%
COc1ccccc1OCc1ccc(C(=O)Nc2ccncc2)o1	-4%	-2%	-3%	-2%	7	5%	10%	?	-1%
COc1cc(/C=N/NC(=O)c2cccnc2)cc2c1OCO2	-5%	18%	-6%	-7%	-4	i	11%	25%	-2%
c1ccc(-n2ncc3c(NC4CCCC4)ncnc32)cc1	-13%	·	5%[60.1 µM]	-3%	-14	-2%	2%	9%	-2%
CCC(=O)c1ccc(OCC(=O)OCC(=O)N2c3ccccc3NC(=O)C2(C)C)cc1	-20%	3%	-5%	·	-5	i	?	·	·
Cc1ccc(C)c(NC(=S)N2CCN(c3ccccn3)CC2)c1	-8%	10%	4%	-10%	11	-1%	8%	42%	-3%
Cc1ccc(C(=O)COc2ncnc3cc(Cl)ccc23)cc1	-7%	2%	12%	-1%	-2	i	17%	13%	-11%
COc1ccc(OCCCC(=O)Nc2cc(Cl)ccc2-n2cncn2)cc1	-13%	4%	-13%	·	-5	14%	21%	·	·
NS(=O)(=O)c1ccc(CNC(=O)/C=C/c2cccc(Cl)c2)cc1	-12%	4%	-6%	2%	-16	-2%	11%	24%	-3%
Cc1ccc(NC(=S)N2CCN(S(=O)(=O)c3ccc(F)cc3)CC2)cc1	-4%	41%[activator]	-7%	0%	3	9%	31%[activator]	23%	-4%
COc1cccc(NC(=O)CN(C)C(=O)c2ccc(N3CCCCC3)c([N+](=O)[O-])c2)c1	-15%	-21%	10%	·	1	-2%	9%	·	·
CC(=O)N(CC1CCCO1)C1(C(=O)NC2CCCC2)CCCCC1 (stereo not given)	-9%	1%	1%	-6%	-12	i	6%	10%	-3%
Cc1ccc(C2(C)NC(=O)N(CC(=O)N3CCN(C(=O)c4cccs4)CC3)C2=O)cc1 (stereo not given)	-8%	-6%	-28%	·	3	9%	?	·	·
CC(=O)OC1CCC2(C)C3=CCC4(C)C(C(C)=O)=CCC4C3CCC2C1 (stereo not given)	-3%	·	-10%	·	-7	1%	74%[activator]	·	·
CCC(c1nnnn1C1CCCCC1)N1CCN(C(=O)c2ccco2)CC1 (stereo not given)	-14%	49%[activator]	1%	-1%	0	i	40%[activator]	-22%	7%
CCCN(CCC)CC(O)COc1ccc2c(c1)OCO2 (stereo not given)	-11%	-3%	0%	1%	0	-7%	-10%	-23%	-7%
COc1ccc(/C=C(/C#N)C(=O)Nc2cc(C)ccc2C)cc1C(=O)O	-13%	0%	-2%	3%	·	i	-19%	22%	-16%
O=C1NC[C@H](c2ccccc2)OC(=O)[C@H](Cc2ccc(F)cc2)CC/C=C/C[C@H]1CC(=O)N(CCO)Cc1ccccc1	-19%	-10%	-15%	·	·	-9%	-15%	·	·
O=C(CCCCCNC(=O)N1CCn2c1nc1ccccc12)N[C@@H](Cc1ccccc1)C(=O)O	-20%	-3%	1%	-3%	·	2%	9%	49%	0%
CS(=O)(=O)N(CC(=O)N1CCOCC1)c1ccc(Cl)cc1	-12%	13%	-7%	-8%	8	-5%	-2%	19%	-7%
O=C(Nc1nn(Cc2ccc(Cl)cc2)cc1Br)c1ccc(COc2ccccc2Cl)o1	-8%	-2%	-4%	-8%	-1	-7%	2%	30%	-1%
Cc1ccc(Oc2ncccc2NC(=O)CC2(CC(=O)O)CCCC2)c2c1CCC2	-3%	5%	-8%	1%	-6	7%	34%[activator]	-3%	-7%
O=C(NCC(c1ccco1)S(=O)(=O)c1cccs1)c1ccc(F)cc1 (stereo not given)	7%	·	-10%[60.1 µM]	5%	-2	0%	4%	1%	2%
Cc1nnc2n(Cc3ccccc3)c(=O)c3c4c(sc3n12)CN(Cc1ccccc1)CC4	·	0%	·	3%	·	·	·	21%	?
COc1ccc(NC(=O)C2C3C=CC(C3)C2C(=O)NCc2ccco2)c(OC)c1 (stereo not given)	4%	4%	-2%	-3%	-13	-1%	-11%	1%	2%
COc1ccc(/C=N/N=C(\N)c2nonc2N)cc1	-5%	23%	7%	-3%	-1	-17%	14%	-6%	-17%
CCN1C(C)=C(C)S/C1=C1\SC(=S)N(NC(C)=O)C1=O	-7%	3%	6%	-3%	-10	-8%	13%	1%	-9%
COc1ccc(/C=N/Nc2nnc(Cc3ccc(OC)c(OC)c3)c(=O)[nH]2)cc1	?	8%	2%	-3%	-3	-8%	7%	25%	-12%
COCc1cc(C)nc(N/N=C/c2ccc(-c3ccc(C(=O)O)c(Cl)c3)o2)c1C#N	·	?	·	-1%	·	·	·	22µM*	-10%
Cc1ccc(NC(=O)N(C2CCCCC2)C(C)c2cccnc2)cc1C (stereo not given)	-12%	9%	2%	1%	·	-9%	17%	23%	2%
CCCc1ccc(OCC(=O)NNC(=S)NC(=O)c2ccco2)cc1	-5%	-4%	-5%	-3%	-12	-7%	26%	8%	-14%
